Screening results as filed in PubChem BioAssay.
mHTT CaM bind = mHTT-calmodulin interaction abrogation; P42858; AlphaScreen His-mHTT/GST-CaM binding, luminescence; inhibition, % at 15 µM; hit rate 3.6% among 190,000; AID 1671202;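 further: 0% = both proteins with DMSO and 100% = one protein alone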
Target sequence (P42858 whole entry, looked up, stated change not applied): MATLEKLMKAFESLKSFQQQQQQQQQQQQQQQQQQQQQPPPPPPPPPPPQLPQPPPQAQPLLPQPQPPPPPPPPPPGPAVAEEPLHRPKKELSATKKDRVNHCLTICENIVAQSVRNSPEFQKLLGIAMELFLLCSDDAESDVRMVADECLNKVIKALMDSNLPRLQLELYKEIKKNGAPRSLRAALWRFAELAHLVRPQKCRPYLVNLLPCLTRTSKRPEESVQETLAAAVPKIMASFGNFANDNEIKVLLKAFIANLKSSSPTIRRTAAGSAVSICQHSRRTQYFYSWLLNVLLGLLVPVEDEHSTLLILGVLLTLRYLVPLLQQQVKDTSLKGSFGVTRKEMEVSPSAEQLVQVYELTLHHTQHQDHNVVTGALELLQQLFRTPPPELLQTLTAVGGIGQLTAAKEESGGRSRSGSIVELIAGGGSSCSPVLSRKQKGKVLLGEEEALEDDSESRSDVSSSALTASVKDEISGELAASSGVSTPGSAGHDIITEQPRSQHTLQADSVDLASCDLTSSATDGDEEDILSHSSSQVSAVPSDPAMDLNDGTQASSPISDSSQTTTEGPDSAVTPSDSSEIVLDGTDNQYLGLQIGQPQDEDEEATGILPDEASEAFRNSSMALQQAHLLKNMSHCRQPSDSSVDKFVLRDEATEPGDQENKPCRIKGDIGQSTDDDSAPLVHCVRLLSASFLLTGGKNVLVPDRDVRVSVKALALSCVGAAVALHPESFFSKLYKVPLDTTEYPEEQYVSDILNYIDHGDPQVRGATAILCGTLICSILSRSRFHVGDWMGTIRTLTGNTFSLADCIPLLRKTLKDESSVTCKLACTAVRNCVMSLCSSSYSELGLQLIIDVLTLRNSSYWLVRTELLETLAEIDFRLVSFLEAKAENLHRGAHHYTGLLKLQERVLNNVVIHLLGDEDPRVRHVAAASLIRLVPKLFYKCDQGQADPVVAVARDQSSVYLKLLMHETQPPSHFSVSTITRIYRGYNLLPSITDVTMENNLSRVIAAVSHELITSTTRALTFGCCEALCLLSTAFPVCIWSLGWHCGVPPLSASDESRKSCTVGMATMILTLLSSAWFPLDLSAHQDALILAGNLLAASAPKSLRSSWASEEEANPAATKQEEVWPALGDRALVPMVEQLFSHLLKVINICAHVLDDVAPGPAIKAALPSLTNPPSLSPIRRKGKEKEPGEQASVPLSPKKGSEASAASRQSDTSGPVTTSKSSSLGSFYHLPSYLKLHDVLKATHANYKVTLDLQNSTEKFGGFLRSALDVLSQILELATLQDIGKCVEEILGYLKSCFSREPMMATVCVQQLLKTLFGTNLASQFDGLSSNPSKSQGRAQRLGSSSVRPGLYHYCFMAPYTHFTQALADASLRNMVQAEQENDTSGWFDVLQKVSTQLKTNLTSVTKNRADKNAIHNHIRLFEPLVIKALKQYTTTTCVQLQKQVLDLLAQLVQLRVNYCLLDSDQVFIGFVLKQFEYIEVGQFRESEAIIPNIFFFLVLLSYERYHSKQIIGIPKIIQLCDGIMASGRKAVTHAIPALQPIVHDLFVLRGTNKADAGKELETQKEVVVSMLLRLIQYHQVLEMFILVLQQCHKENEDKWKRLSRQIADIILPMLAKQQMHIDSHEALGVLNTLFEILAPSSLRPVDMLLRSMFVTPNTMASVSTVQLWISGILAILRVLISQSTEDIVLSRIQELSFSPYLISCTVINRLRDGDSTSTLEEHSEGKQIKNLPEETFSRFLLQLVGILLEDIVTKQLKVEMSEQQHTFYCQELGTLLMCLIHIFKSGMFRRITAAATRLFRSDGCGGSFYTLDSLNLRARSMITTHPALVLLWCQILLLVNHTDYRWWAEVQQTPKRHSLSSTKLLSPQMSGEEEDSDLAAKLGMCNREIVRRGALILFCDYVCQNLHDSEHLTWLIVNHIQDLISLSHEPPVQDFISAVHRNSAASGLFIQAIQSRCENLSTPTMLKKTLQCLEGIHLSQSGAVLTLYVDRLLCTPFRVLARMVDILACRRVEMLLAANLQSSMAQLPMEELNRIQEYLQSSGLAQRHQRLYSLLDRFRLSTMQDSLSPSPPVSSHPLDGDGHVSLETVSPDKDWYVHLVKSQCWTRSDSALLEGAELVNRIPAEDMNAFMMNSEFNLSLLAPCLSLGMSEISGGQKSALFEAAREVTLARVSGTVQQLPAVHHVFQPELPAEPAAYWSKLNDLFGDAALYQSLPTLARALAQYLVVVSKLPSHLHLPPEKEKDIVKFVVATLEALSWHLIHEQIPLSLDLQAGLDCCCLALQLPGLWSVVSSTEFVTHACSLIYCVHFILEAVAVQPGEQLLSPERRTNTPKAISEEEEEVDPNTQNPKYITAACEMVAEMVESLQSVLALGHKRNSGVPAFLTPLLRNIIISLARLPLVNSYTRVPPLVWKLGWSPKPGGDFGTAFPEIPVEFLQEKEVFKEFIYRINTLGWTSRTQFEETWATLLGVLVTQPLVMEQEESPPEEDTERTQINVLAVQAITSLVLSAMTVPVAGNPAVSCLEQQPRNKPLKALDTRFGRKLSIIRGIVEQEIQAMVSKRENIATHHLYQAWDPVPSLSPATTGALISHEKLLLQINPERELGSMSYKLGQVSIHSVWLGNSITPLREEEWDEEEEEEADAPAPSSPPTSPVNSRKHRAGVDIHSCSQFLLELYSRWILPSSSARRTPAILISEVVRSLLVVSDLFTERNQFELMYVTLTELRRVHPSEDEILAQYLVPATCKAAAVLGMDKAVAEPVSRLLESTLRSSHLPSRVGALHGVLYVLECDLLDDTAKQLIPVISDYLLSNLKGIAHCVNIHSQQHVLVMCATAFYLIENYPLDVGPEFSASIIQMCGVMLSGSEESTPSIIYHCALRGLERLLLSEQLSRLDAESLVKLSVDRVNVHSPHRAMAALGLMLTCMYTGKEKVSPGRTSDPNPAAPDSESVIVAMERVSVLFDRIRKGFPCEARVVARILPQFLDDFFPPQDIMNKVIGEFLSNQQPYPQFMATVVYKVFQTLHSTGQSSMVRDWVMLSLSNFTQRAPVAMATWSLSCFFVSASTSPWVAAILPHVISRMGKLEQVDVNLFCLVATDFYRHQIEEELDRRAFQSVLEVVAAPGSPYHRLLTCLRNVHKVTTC
Pf apPOL inh = Pf-apPOL DNA polymerase inhibition; inhibition, % at 10 µM; AID 1794808; Recombinant Pf-apPOL, molecular beacon fluorescence, 1.5 h; hit rate 0.25% among 210,000
* hit, by the source's call; . = not tested or not shown; & = joins results of further samples. No stated cut-off is given here; in the data, active means inhibition above about 50%; inactive means the rest.

SMILES	mHTT CaM bind	Pf apPOL inh
N#CC(=CN1CCc2ccccc21)S(=O)(=O)c1ccc(C(F)(F)F)cn1	.	-1
Cc1ccc(C(CNC(=O)NC(C)(C)C)N2CCN(C)CC2)cc1 (stereo not drawn)	-1	-6
O=C(CN1CCc2ccccc2C1C(=O)N1CCCCC1)NC1CCCCCC1 (stereo not drawn)	13	0
CN(c1ccc(C(=O)O)cc1)S(=O)(=O)c1ccccc1	-4	2
CC(C)N(Cc1ccccc1)C(=O)c1ccc([N+](=O)[O-])cc1Cl	4	-8
NC(=O)c1ccc(-n2nnnc2SCC(=O)N2CCOCC2)cc1	-6	-8
CCC(=O)NCCc1csc(C2CCCN(C(=O)c3ccncc3)C2)n1 (stereo not drawn)	4	-3
COc1ccc(CNC(=O)C2CCN(CC(C)c3ccccc3)CC2)cc1 (stereo not drawn)	3	8
O=C1c2ccccc2-c2ncnc3ccc(Cl)c1c23	44	1
CCc1ccc(C2CC(c3cccc(OC)c3)n3nc(N)nc3N2)cc1 (stereo not drawn)	25	1
CC(C)(C)N=C1Nc2ccccc2NC12CCCN(C(=O)c1cccc(F)c1)C2 (stereo not drawn)	15	4
O=S(=O)(c1cnc[nH]1)N1CC(c2nc(-c3cccnc3)no2)C2(CCOCC2)C1 (stereo not drawn)	2	-5
COC(=O)C1=C(C)NC2=C(C(=O)CC(C)(C)C2)C1c1cscc1C#Cc1ccccc1 (stereo not drawn)	.	-2
CC1(C2CCCCC2)Cc2ccccc2-c2nc3[nH]ncn3c(=O)c21 (stereo not drawn)	11	-5
O=[N+]([O-])c1ccc2oc(C(O)c3ccc(-c4ccccc4)cc3)cc2c1 (stereo not drawn)	.	-4
Cc1ccsc1C(=O)N1CCC(n2cnnc2-c2ccccc2)C1 (stereo not drawn)	-4	-1
Clc1ccc(C2CC(c3ccc(Cl)cc3)n3nnnc3N2)cc1 (stereo not drawn)	40	-16
Cc1cc(C)cc(N2CC(C(=O)NCc3ccc(F)cc3)CC2=O)c1 (stereo not drawn)	2	-4
CCC(=O)N(/C=C1\Sc2ccccc2C1=O)c1cccc(C)c1	11	12
Cc1ccc(NC(=O)Nc2ccc(Cl)cc2)cc1F	-12	2
Cc1ccc(O)c(NC(=O)CCc2ccccc2)c1	-2	-12
Cc1ccc(C)c(N2CCN(C(=O)COc3ccc(Cl)cc3)C(C)C2=O)c1 (stereo not drawn)	25	-2
COc1ccccc1C1C(C(=O)Nc2ccccc2F)=C(C)NC2=C1C(=O)CC(C)(C)C2 (stereo not drawn)	0	1
CC(=O)C1=C(O)C(=O)N(CCc2ccccc2)C1c1cccc([N+](=O)[O-])c1 (stereo not drawn)	8	-3
O=C(c1cccc(Br)c1)N1CCc2nc(-c3ccc(F)cc3)ncc2C1	-11	-3
Cc1cc(C(=O)N2CCCCC2c2nncn2CC2CC2)nn1C (stereo not drawn)	1	3
O=C(OCc1cc(-c2ccccc2)on1)c1ncc(-c2ccccc2)o1	0	1
O=C(NC1CC1)C1CCN(c2ccc(Sc3ccc(Br)cc3)nn2)CC1	-7	-8
COc1cccc(C2C(C(=O)Nc3ccc(C)cc3C)=C(C)Nc3nnnn32)c1OC (stereo not drawn)	6	-3
CC(=O)N1CCCC2(CC(c3ccncc3)=CO2)C1 (stereo not drawn)	-11	-8
COc1ccccc1CNC(=O)c1oc2ccc(S(=O)(=O)N3CCCCCC3)cc2c1C	-1	-137
COc1ccc(/C=C2\N=C(c3ccc(Cl)c(Cl)c3)OC2=O)cc1	23	-6
Cc1ccc(NC(=O)C2CC(=O)N(c3ccccc3Cl)C2)cc1 (stereo not drawn)	-3	0
CCOc1cccc(N2C(=O)CC(N(C)Cc3ccccc3)C2=O)c1 (stereo not drawn)	2	0
CCCCNC(=O)c1c(Cl)nc(Cl)c(Cl)c1C	-6	2
COCCN1C(=O)C(=O)C(=C(O)c2ccc(C)cc2)C1c1ccc(F)cc1 (stereo not drawn)	4	-3
Cc1ccc(C(=O)N2CCN(c3ccc(Br)cc3)C(=O)C2C)cc1 (stereo not drawn)	-9	-3
Cc1noc(C)c1CCC(=O)N1CCN(C(=O)C2CC2c2cccs2)CC1 (stereo not drawn)	-11	-3
O=C(NCc1ccc(Cl)cc1)NCC1CCN(C2CCCC2)CC1	-15	-10
COc1cccc(CN2CCCC2c2cc(C(C)C)no2)c1O (stereo not drawn)	5	3
COc1ccccc1/C=C/C1=NC(=C/c2ccc(Cl)c(Cl)c2)/C(=O)O1	19	-6
COc1cc(C2CC(=O)Nc3n[nH]c(C)c32)ccc1O (stereo not drawn)	-6	-3
O=C1CCC(C(=O)Nc2ccccc2)N1 (stereo not drawn)	1	-5
O=C(c1cccs1)N1C[C@@H](O)[C@H](n2cc(C3CC3)nn2)C[C@@H]1c1ccc(Cl)cc1	14	-1
CC1CCN(C(=O)c2nnn(-c3ccccc3)c2-c2cccnc2)CC1	-7	1
CCOc1cccc(C(=O)Nc2ccc(Br)cc2)c1	-2	-5
CCN1C(=O)CSC1=Nc1cccc(C(=O)O)c1	0	-10
COc1cc(-c2noc(C)c2C#Cc2ccccn2)cc(OC)c1OC	1	-2
COc1ccc(C2Cn3nnc(C(=O)N4CCC(C(=O)NCC5CC5)CC4)c3CO2)cc1 (stereo not drawn)	3	-2
CC1CCC2(CC1)NC(=O)N(CC(=O)Nc1cccc(C(F)(F)F)c1)C2=O (stereo not drawn)	-3	0

Continued.
SMILES	mHTT CaM bind	Pf apPOL inh
O=C(O)C1CC=CCC1C(=O)N1CCCc2ccccc21 (stereo not drawn)	-2	0
O=C(NCc1ccc(F)cc1Cl)C1CCN(S(=O)(=O)N2CCC3(CC2)OCCO3)CC1	0	-14
Cc1ccccc1C(=O)Nc1cc(-c2ccsc2)no1	-5	-1
N#Cc1c(N)nc(SCC(=O)Nc2cccc([N+](=O)[O-])c2)c(C#N)c1-c1cccs1	33	-7
Cc1nc(CSc2n[nH]c(-c3ccc(C(C)(C)C)cc3)n2)cs1	.	-12
CCCC(=O)N1CCCn2nc(-c3ccncc3)cc2C1	-3	-3
Cc1cc(N)n(-c2ncnc3sc(C)c(-c4ccc(Cl)cc4)c23)n1	-6	-4
O=C(Cn1ccc2c(=O)[nH]ccc21)Nc1cccc(Cl)c1	21	79*
N#CCCn1c2ccccc2c2ccccc21	-6	0
O=C(Nc1ccc([N+](=O)[O-])cc1)c1cccc(Cl)c1Cl	4	0

No new results follow: entries from further up.
SMILES	mHTT CaM bind	Pf apPOL inh
Cc1ccc(C(=O)N2CCN(c3ccc(Br)cc3)C(=O)C2C)cc1 (stereo not drawn)	-9	-3
Cc1noc(C)c1CCC(=O)N1CCN(C(=O)C2CC2c2cccs2)CC1 (stereo not drawn)	-11	-3
O=C(NCc1ccc(Cl)cc1)NCC1CCN(C2CCCC2)CC1	-15	-10
COc1cccc(CN2CCCC2c2cc(C(C)C)no2)c1O (stereo not drawn)	5	3
COc1ccccc1/C=C/C1=NC(=C/c2ccc(Cl)c(Cl)c2)/C(=O)O1	19	-6
COc1cc(C2CC(=O)Nc3n[nH]c(C)c32)ccc1O (stereo not drawn)	-6	-3
O=C1CCC(C(=O)Nc2ccccc2)N1 (stereo not drawn)	1	-5
O=C(c1cccs1)N1C[C@@H](O)[C@H](n2cc(C3CC3)nn2)C[C@@H]1c1ccc(Cl)cc1	14	-1
CC1CCN(C(=O)c2nnn(-c3ccccc3)c2-c2cccnc2)CC1	-7	1
CCOc1cccc(C(=O)Nc2ccc(Br)cc2)c1	-2	-5
CCN1C(=O)CSC1=Nc1cccc(C(=O)O)c1	0	-10
COc1cc(-c2noc(C)c2C#Cc2ccccn2)cc(OC)c1OC	1	-2
COc1ccc(C2Cn3nnc(C(=O)N4CCC(C(=O)NCC5CC5)CC4)c3CO2)cc1 (stereo not drawn)	3	-2
CC1CCC2(CC1)NC(=O)N(CC(=O)Nc1cccc(C(F)(F)F)c1)C2=O (stereo not drawn)	-3	0
O=C(O)C1CC=CCC1C(=O)N1CCCc2ccccc21 (stereo not drawn)	-2	0
O=C(NCc1ccc(F)cc1Cl)C1CCN(S(=O)(=O)N2CCC3(CC2)OCCO3)CC1	0	-14
Cc1ccccc1C(=O)Nc1cc(-c2ccsc2)no1	-5	-1
N#Cc1c(N)nc(SCC(=O)Nc2cccc([N+](=O)[O-])c2)c(C#N)c1-c1cccs1	33	-7
Cc1nc(CSc2n[nH]c(-c3ccc(C(C)(C)C)cc3)n2)cs1	.	-12
CCCC(=O)N1CCCn2nc(-c3ccncc3)cc2C1	-3	-3
Cc1cc(N)n(-c2ncnc3sc(C)c(-c4ccc(Cl)cc4)c23)n1	-6	-4

(cont.)
SMILES	mHTT CaM bind	Pf apPOL inh
COc1ccccc1/C=C/C=C1N=C(/C=C/c2ccccc2)OC/1=O	21	-4
Cc1cc(Nc2cc(Cl)ccc2O)n2nnnc2n1	0	-8
O=C(CCNS(=O)(=O)c1ccc(Br)s1)Nc1ccc(F)cc1	-2	-9
C[C@@H]1COc2cc(N3CCC[C@H]3CO)ccc2S(=O)(=O)N1	-8	-5
Cc1cccc(N2CCN(C(=O)c3cccc(Br)c3)C(C)C2=O)c1 (stereo not drawn)	-4	-1
O=C(NCc1ccco1)C1CCN(c2cncnc2N2CCCCC2)CC1	1	0
COc1ccc(CN2CSC(=S)N(Cc3ccc(OC)cc3)C2)cc1	.	7&-4
CN(CCO)c1cccc2c1S(=O)(=O)N[C@@H](Cc1ccccc1)CO2	-8	-8
CCCc1ccc(-c2ccc(C(=O)O)cc2)nc1	-3	1
COc1ccc(Oc2c(C)oc3c(CN4CCC(C)CC4)c(O)ccc3c2=O)cc1	0	-5

Quoted from the listing.
For mHTT CaM bind, CN(CCO)c1cccc2c1S(=O)(=O)N[C@@H](Cc1ccccc1)CO2 shows -8
For Pf apPOL inh, CCCc1ccc(-c2ccc(C(=O)O)cc2)nc1 shows 1

(next part)
SMILES	mHTT CaM bind	Pf apPOL inh
COc1ccc(Nc2nc(Nc3ccc(OC)cc3)nc(N3CCNCC3)n2)cc1	38	16
CCOc1ccccc1CNC(=O)c1ccn2c(-c3cc(F)cc(F)c3)nnc2c1	2	-2
CSc1ccccc1NC(=O)c1cnn2c1NC(c1cccs1)CC2C(F)(F)F (stereo not drawn)	-2	-6
CCOC(=O)NC(=S)c1ccc(OC)cc1	.	3
CC(Oc1ccccc1)C(=O)Nc1ccccc1Br (stereo not drawn)	-44	-2
Clc1ccc(-c2noc(-c3cn[nH]c3-c3ccccc3)n2)cc1	.	1
COc1ccc(C(=O)N2C(C)CCCC2C)cc1OC (stereo not drawn)	-4	-6
CCOc1ccc(/C=C2/N=C(c3c(-c4ccccc4)noc3C)OC2=O)cc1	3	-4
Clc1ccc(-c2csc3ncnc(NCc4ccccn4)c23)cc1	5	-6
CSc1c(-c2ccccn2)c(N)nn1C(=O)C1CC1	.	-7
Cc1nc(NC2CCCCC2)sc1C(=O)Nc1cccc(F)c1	12	-3
COc1ccccc1Cc1noc(C2CN(C(=O)CCc3c(C)noc3C)C2)n1	-8	-8
COCc1noc(C2CCCCN2C(=O)c2cnccn2)n1 (stereo not drawn)	-6	-6
COc1cccc(C(=O)Nc2ccc(Oc3cccc(C)c3)cc2)c1	-15	-7
Cc1ncc(CO)c2cc(-c3nnc(Nc4ccccc4Cl)s3)c(=O)oc12	0	-5
CCC1(CC)C(=O)NC(=O)NC1=Nc1ccc(C)cc1	3	-1
O=C1CC(NC(=O)c2ccccn2)CN1 (stereo not drawn)	-12	-6
O=C(NCc1ccc(F)cc1F)C1CCc2sc(C(=O)N3CCOCC3)cc2C1 (stereo not drawn)	1	-8
COc1cc(CN2CCN(c3ccccn3)CC2)cc(Br)c1O	0	-3
Cc1ccc(OCC(O)CN2C(=O)NC(C)(C)C2=O)c(Cl)c1 (stereo not drawn)	-1&-1	15&-5
Cc1ccc(NC(=O)C2CCN(C(=O)c3ccc(F)cc3)CC2)cc1Cl	36	-9
C=CCNC(=O)c1cc2sccc2n1C	6	-3
CCc1[nH]nc2c1C(c1cc(OC)ccc1OC)C(C#N)=C(N)O2 (stereo not drawn)	-1	-1
O=C(NC1CCCCCCCCCCC1)c1cnc2n(c1=O)CCS2	4	-1
N#CC(c1ccccc1)c1ccccn1 (stereo not drawn)	1	-9
CC(C)(C)NC(=O)Nc1nnc(SCC(=O)Nc2ccccc2C(F)(F)F)s1	2	-1
O=c1cc(-c2ccccc2)nc2c(n1)NON2	-2	-2
COc1ccc(C2C(C(=O)N3CCCCC3)c3ccccc3C(=O)N2Cc2ccc(F)cc2)cc1 (stereo not drawn)	34	-2
CC1CCN(C(=O)c2cc3c(s2)CCC(C(=O)NCc2ccncc2)C3)CC1 (stereo not drawn)	10	-7
O=C1OC(c2ccc(F)cc2)=N/C1=C/c1ccccc1[N+](=O)[O-]	2	-2
O=C(NCc1ccco1)c1cc(-c2cccs2)n(C2CCS(=O)(=O)C2)n1 (stereo not drawn)	-12	-12
CCCn1cnnc1C1CCN(Cc2cn[nH]c2-c2cccs2)CC1	5	2
O=C(c1ccc([N+](=O)[O-])cc1)N1CCSC1c1ccc(Cl)cc1 (stereo not drawn)	11	0
O=C(COc1ccc(Cl)cc1)NCC1(O)CCOCC1	-18	-9
O=C(NCC1COC2(CCCC2)O1)C(=O)NC1CCCCCC1 (stereo not drawn)	-3	1
O=C(c1cnccn1)N1CCCC(Nc2ncnc3c2CCC3)C1 (stereo not drawn)	-11	-4
COc1ccc2oc(=N)c(C(=O)Nc3ccccc3F)cc2c1	0	2
CCOC(=O)N1CCN(Cc2cccs2)CC1	1	1
Cc1ccc(C)c(Nc2cc(C)nc(-c3ccccc3O)n2)c1	-79	6
O=C1CC(N2CCCCC2)C(=O)N1c1cccc([N+](=O)[O-])c1 (stereo not drawn)	2	-5

Not a hit list (roughly 3.5% active in at least one column).
